Source: PubChem BioAssay
TRPML3 agonist: human TRPML3 channel agonists, primary screen, cell-based, HEK293 TRPML3-YFP, Fluo-8 calcium fluorescence, 3 µM; Mucolipin-3 (Homo sapiens), Q8TDD5; 100% = the carbachol control signal; activation, % at 3 µM; 0.29% of 220,000 active;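 active = activation above its plate's cutoff, the mean activation of the plate's test wells plus 3 SD, cut at about 12% in these data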;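 note: 0% = DMSO only wells and 100% = carbachol wells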
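Material: TRPML3-YFP stable HEK293 cells | Dosing: One concentration, 3 µM nominal, 0.3% DMSO | Timing: 125 s total fluorescence read per well | Technique: Fluo-8 calcium dye fluorescence, ex 470-495, em 515-575 nm | Measure: Percent activation from peak-to-basal fluorescence ratio, scaled between DMSO and carbachol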
KCC2 mod: KCC2 cotransporter modulators, thallium flux, primary screen, cell-based, HEK293 KCC2, FluoZin-2 fluorescence, MLSMR; Solute carrier family 12 member 5 (Homo sapiens), Q9H2X9; KCC2 cells, thallium flux FluoZin-2 fluorescence; B-score of Tl+ flux slope (higher = more flux/activation; lower = inhibition) at 10 µM; 2.2% of 190,000 active; AID 1456, 2008;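 active = thallium flux slope and its plate-corrected score both differing from the plate sample mean at a set confidence after two filtering rounds, in either direction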;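 note: slope of fluorescence scaled to starting intensity during 10 to 20 s after thallium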
Thrombin inh: human alpha-thrombin inhibitors, primary screen, counter-screen for coagulation protease inhibitor project, biochemical, 1536-well, fluorogenic AMC substrate; Prothrombin (Homo sapiens), P00734; AID 1046, 2008; 0.26% of 220,000 active; inhibition, % at 5 µM; Boc-VPR-AMC fluorogenic substrate cleavage;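 active = inhibition at or above 40%; inactive = inhibition below 40%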;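 note: 0% = enzyme with no compound and 100% = wells without enzyme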
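System: human alpha-thrombin protein; Compound dosing: one concentration per compound, 5 µM, with 0.2% DMSO; Timing: reaction at room temperature; Technique: AMC fluorescence, 355/460 nm; Controls: enzyme without compound as high, wells lacking enzyme as low.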
Calpain2 inh: inhibitors of pig calpain II, primary screen, biochemical, fluorogenic peptide substrate, 1536-well; purified calpain II, 30 min; 0.37% of 220,000 active; inhibition, % at 16 µM;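 active = inhibition above about 50%, limit read from the data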
zfTRPN1 agonist: zebrafish TRPN1 channel agonists, primary screen, cell-based, HEK293, calcium fluorescence; 0.18% of 220,000 active; HEK293 zebrafish TRPN1-YFP, Fluo-8 calcium fluorescence; 100% = response to 87 µM carbachol; activation, % at 3 µM; transient receptor potential cation channel N1 (TRPN1/NompC), Danio rerio;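 active = activation above its plate's cutoff, the mean activation of test wells on that plate plus 3 SD, cut at about 19% in these data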;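 note: 0% = DMSO alone and 100% = 87 µM carbachol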
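Material – zebrafish TRPN1-YFP in HEK293 cells · Doses – 3 µM single point · Schedule – dye 1 h 37 °C plus 30 min RT · Signal – Fluo-8 calcium fluorescence, excitation 470-495 nm, emission 515-575 nm · Read-out – % activation versus carbachol response · Control set – carbachol high, DMSO low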
Furin inhibitor: human furin inhibitors, primary screen, biochemical, fluorescence intensity; 0.061% of 220,000 active; purified furin, fluorogenic substrate cleavage; P09958; AID 463115, 2010; inhibition, % at 30 µM; in the data active = inhibition above about 25%; note: inactives centre near -15
Target sequence (P09958 108-714 limits assumed): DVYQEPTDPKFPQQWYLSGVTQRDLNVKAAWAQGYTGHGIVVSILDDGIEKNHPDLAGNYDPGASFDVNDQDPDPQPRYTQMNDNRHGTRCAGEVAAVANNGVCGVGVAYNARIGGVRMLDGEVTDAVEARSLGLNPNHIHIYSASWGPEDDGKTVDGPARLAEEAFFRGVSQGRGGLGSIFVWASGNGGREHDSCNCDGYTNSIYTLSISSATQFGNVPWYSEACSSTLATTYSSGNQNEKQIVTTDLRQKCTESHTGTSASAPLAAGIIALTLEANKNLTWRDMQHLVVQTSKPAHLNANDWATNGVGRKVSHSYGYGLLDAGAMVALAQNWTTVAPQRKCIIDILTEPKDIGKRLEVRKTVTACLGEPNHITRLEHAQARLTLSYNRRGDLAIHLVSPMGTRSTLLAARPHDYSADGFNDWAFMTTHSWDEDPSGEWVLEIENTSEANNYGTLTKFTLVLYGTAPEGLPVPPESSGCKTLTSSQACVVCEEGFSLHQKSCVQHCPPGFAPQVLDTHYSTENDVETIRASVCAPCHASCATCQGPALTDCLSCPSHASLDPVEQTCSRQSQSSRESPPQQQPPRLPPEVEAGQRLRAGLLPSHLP
Tb hexokinase: Trypanosoma brucei hexokinase 1 inhibitors, primary screen, biochemical, G6PDH-coupled NADH absorbance, MLSCN library; recombinant TbHK1, G6PDH-coupled NADH A340; inhibition, % at 10 µM; 0.11% of 220,000 active; AID 1430, 2008;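 active = inhibition of 50% or more in the single-dose primary screen; inactive = inhibition below 50%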
PPC-1+TRAIL kill: compounds killing PPC-1 cancer cells with TRAIL present, primary screen, TRAIL potentiator project, ATPLite luminescence, uHTS. cell killing (% activity), % at 4 µM. PPC-1 cells + TRAIL, ATPLite viability luminescence. 0.41% of 220,000 active;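 active = cell killing above 50% in the first pass at 4 µM, then a duplicate retest at 5 µM averaging 50% or more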;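 note: plate controls were cells with TRAIL plus DMSO for no effect and medium-only wells lacking cells for full effect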
EBV gp42 block: Epstein-Barr virus gp42 inhibitors, primary screen, biochemical, uHTS, fluorescence polarization; AID 1085, 2008; inhibition, % (tested at 21.74 µM); 0.42% of 220,000 active; Glycoprotein 42 (Epstein-Barr virus (strain AG876)), Q1HVG2; Fluorescence polarization binding assay, mP read-out; in the data active = inhibition above about 50%
Target sequence (Q1HVG2 whole entry, looked up): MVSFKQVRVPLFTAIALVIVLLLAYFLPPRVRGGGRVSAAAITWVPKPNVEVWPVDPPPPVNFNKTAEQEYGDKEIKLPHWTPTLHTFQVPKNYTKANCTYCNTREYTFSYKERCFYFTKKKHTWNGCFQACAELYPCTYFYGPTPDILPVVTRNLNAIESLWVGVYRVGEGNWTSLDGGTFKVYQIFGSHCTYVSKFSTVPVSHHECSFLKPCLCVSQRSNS
* = called active by the depositor; [ ] = remark or other dose.

For Cc1ccc(C2C3=C(CC(C)(C)CC3=O)Nc3onc(C)c32)cc1 (stereo not drawn) the results were TRPML3 agonist 0.2, KCC2 mod 0.27, Thrombin inh -10, Calpain2 inh inactive, zfTRPN1 agonist -0.9, Furin inhibitor -19[20 µM], Tb hexokinase -19, PPC-1+TRAIL kill 22 and EBV gp42 block 1.
`Cc1ccccc1NC(=S)NCc1ccccc1` gave TRPML3 agonist 0.5, KCC2 mod -0.79, Thrombin inh -7, Calpain2 inh 2, zfTRPN1 agonist -1.9, Furin inhibitor -4, Tb hexokinase 27, PPC-1+TRAIL kill 11 and EBV gp42 block -21.
For COc1ccc(OC)c(S(=O)(=O)Nc2ccc3c(c2)C(=O)OC3)c1 the results were TRPML3 agonist 0.7, KCC2 mod 0.74, Thrombin inh -6, Calpain2 inh -11, zfTRPN1 agonist 1.9, Furin inhibitor -21, Tb hexokinase -8, PPC-1+TRAIL kill -2 and EBV gp42 block -11.
Screening CC(=O)NC(C)C(=O)OCc1ccc(Cl)cc1Cl (stereo not drawn) returned TRPML3 agonist -0.3, KCC2 mod -0.3, Thrombin inh -12, Calpain2 inh 7, zfTRPN1 agonist -1.4, Furin inhibitor -18[20 µM], Tb hexokinase -6, PPC-1+TRAIL kill 1 and EBV gp42 block -4.
`S=C(Nc1cccc(Br)c1)N1CCn2cccc2C1c1cccnc1` (stereo not drawn) gave TRPML3 agonist 0.8, KCC2 mod -0.7, Thrombin inh 3, Calpain2 inh -7, zfTRPN1 agonist 0.6, Furin inhibitor -25, Tb hexokinase -3, PPC-1+TRAIL kill 2 and EBV gp42 block -3.
For CN1CCN(CCOc2ccc(Cl)c(Cl)c2)CC1 the results were TRPML3 agonist 1.3, KCC2 mod 0.17, Thrombin inh -3, Calpain2 inh 8, zfTRPN1 agonist 3.5, Furin inhibitor -16, Tb hexokinase 25, PPC-1+TRAIL kill 28 and EBV gp42 block 8.
O=C(CSc1nnc(Cc2cccs2)n1Cc1ccco1)Nc1cccc(Cl)c1 was read as TRPML3 agonist 0.0, KCC2 mod 0.19, Thrombin inh -2, Calpain2 inh 25, zfTRPN1 agonist -0.5, Furin inhibitor -12[20 µM], Tb hexokinase -4, PPC-1+TRAIL kill -11 and EBV gp42 block -17.
`CC(=O)c1ccc(Nc2ccc(-c3ccccc3F)nn2)cc1` gave TRPML3 agonist 1.2, KCC2 mod 0.036, Calpain2 inh -1, zfTRPN1 agonist 1.2, Furin inhibitor -16, Tb hexokinase -21, PPC-1+TRAIL kill 18 and EBV gp42 block -4.
`CCOC(=O)C1=C(CC)Nc2ccccc2N=C1NC(=O)c1ccc(OC)c(S(=O)(=O)N2CCCCC2C)c1` (stereo not drawn) gave TRPML3 agonist 0.2, KCC2 mod -1.9, Thrombin inh -1, Calpain2 inh -32, zfTRPN1 agonist -1.6, Furin inhibitor -25, Tb hexokinase -10, PPC-1+TRAIL kill 16 and EBV gp42 block -9.
COc1ccccc1/C=C/C=C1N=C(/C=C/c2ccc(Cl)cc2)OC/1=O was read as TRPML3 agonist 0.3, KCC2 mod 0.81, Thrombin inh 3, Calpain2 inh -67, zfTRPN1 agonist -0.3, Furin inhibitor 6, Tb hexokinase -9, PPC-1+TRAIL kill 1 and EBV gp42 block 27.
Screening O=C(NC1CCS(=O)(=O)C1)c1cccnc1 (stereo not drawn) returned TRPML3 agonist 1.3, KCC2 mod 1.2, Thrombin inh -11, Calpain2 inh -23, zfTRPN1 agonist 0.1, Furin inhibitor -25, Tb hexokinase 3, PPC-1+TRAIL kill 17 and EBV gp42 block -9.
`CCOC(=O)C1=C(c2ccccc2)NC(=O)NC1c1ccc(N(C)C)cc1` (stereo not drawn) gave TRPML3 agonist 0.7, KCC2 mod -0.03, Thrombin inh 5, Calpain2 inh -7, zfTRPN1 agonist 1.0, Furin inhibitor -13, Tb hexokinase -6, PPC-1+TRAIL kill 8 and EBV gp42 block -12.
Screening CSc1ccc(-c2nc(O)c3cnccn23)cc1 returned TRPML3 agonist 1.3, KCC2 mod 0.26, Thrombin inh -3, Calpain2 inh 0, zfTRPN1 agonist -0.2, Furin inhibitor -14, Tb hexokinase -19, PPC-1+TRAIL kill -4 and EBV gp42 block -12.
Screening CCc1ccc(OCC(=O)Nc2ccc(-c3cc4ccccc4oc3=O)c(OC)c2)cc1 returned TRPML3 agonist 0.9, KCC2 mod -0.16, Thrombin inh -4, Calpain2 inh -109, zfTRPN1 agonist 0.9, Furin inhibitor -20, Tb hexokinase -8, PPC-1+TRAIL kill -9 and EBV gp42 block -14.
For CC(/C=N/NC(=O)c1ccncc1)=C\c1ccccc1 the results were TRPML3 agonist 0.3, KCC2 mod -1.3, Thrombin inh 4, Calpain2 inh 0, zfTRPN1 agonist 1.9, Furin inhibitor -9[20 µM], Tb hexokinase -44, PPC-1+TRAIL kill 5 and EBV gp42 block -27.

4 entries already listed, arranged by molar mass, rising.
`Cc1ccccc1NC(=S)NCc1ccccc1` gave TRPML3 agonist 0.5, KCC2 mod -0.79, Thrombin inh -7, Calpain2 inh 2, zfTRPN1 agonist -1.9, Furin inhibitor -4, Tb hexokinase 27, PPC-1+TRAIL kill 11 and EBV gp42 block -21.
`CCOC(=O)C1=C(c2ccccc2)NC(=O)NC1c1ccc(N(C)C)cc1` (stereo not drawn) gave TRPML3 agonist 0.7, KCC2 mod -0.03, Thrombin inh 5, Calpain2 inh -7, zfTRPN1 agonist 1.0, Furin inhibitor -13, Tb hexokinase -6, PPC-1+TRAIL kill 8 and EBV gp42 block -12.
COc1ccccc1/C=C/C=C1N=C(/C=C/c2ccc(Cl)cc2)OC/1=O was read as TRPML3 agonist 0.3, KCC2 mod 0.81, Thrombin inh 3, Calpain2 inh -67, zfTRPN1 agonist -0.3, Furin inhibitor 6, Tb hexokinase -9, PPC-1+TRAIL kill 1 and EBV gp42 block 27.
O=C(CSc1nnc(Cc2cccs2)n1Cc1ccco1)Nc1cccc(Cl)c1 was read as TRPML3 agonist 0.0, KCC2 mod 0.19, Thrombin inh -2, Calpain2 inh 25, zfTRPN1 agonist -0.5, Furin inhibitor -12[20 µM], Tb hexokinase -4, PPC-1+TRAIL kill -11 and EBV gp42 block -17.

Going on with the list:
Screening O=C(O)CNS(=O)(=O)c1cc(Cl)c(Cl)cc1Cl returned TRPML3 agonist -0.2, KCC2 mod -1.1, Thrombin inh -1, Calpain2 inh -11, zfTRPN1 agonist -0.6, Furin inhibitor -19[20 µM], Tb hexokinase -1, PPC-1+TRAIL kill 11 and EBV gp42 block -19.
Screening COc1ccc(C2CC(C(F)(F)F)n3nc(C(=O)O)c(Br)c3N2)cc1 (stereo not drawn) returned TRPML3 agonist 0.6, KCC2 mod 0.92, Thrombin inh -1, Calpain2 inh -8, zfTRPN1 agonist 0.1, Furin inhibitor -13[20 µM], Tb hexokinase 2, PPC-1+TRAIL kill 26 and EBV gp42 block -16.
`CN(c1ccc(C(=O)Nc2ccccc2C(=O)N2CCCC2)cc1)S(C)(=O)=O` gave TRPML3 agonist 0.3, KCC2 mod -0.4, Thrombin inh -3, Calpain2 inh -1, zfTRPN1 agonist 0.9, Furin inhibitor -10[20 µM], Tb hexokinase 1, PPC-1+TRAIL kill 19 and EBV gp42 block -9.
For COc1ccc(NC(=O)CSc2nnnn2-c2ccc(OC)cc2)cc1 the results were TRPML3 agonist -0.2, KCC2 mod 0.46, Thrombin inh -10, Calpain2 inh -27, zfTRPN1 agonist -0.4, Furin inhibitor 4[20 µM], Tb hexokinase -1, PPC-1+TRAIL kill -2 and EBV gp42 block -5.
O=C(c1c(F)cccc1F)N(Cc1ccccn1)C1CC1 was read as TRPML3 agonist 0.3, KCC2 mod -0.97, Thrombin inh 1, Calpain2 inh -21, zfTRPN1 agonist -1.0, Furin inhibitor -8[20 µM], Tb hexokinase 8, PPC-1+TRAIL kill 12 and EBV gp42 block -27.
For CC(C)C(=O)Nc1ccc(NC(=S)NC(=O)c2cc3ccccc3o2)cc1 the results were TRPML3 agonist 1.2, KCC2 mod 0.53, Thrombin inh 1, Calpain2 inh -2, zfTRPN1 agonist -0.4, Furin inhibitor -8, Tb hexokinase -9, PPC-1+TRAIL kill -7 and EBV gp42 block -5.
`COc1cc([C@@H]2c3cc4c(cc3[C@@H](O)[C@@H](CO)[C@@H]2CO)OCO4)cc(OC)c1O[Si](C)(C)C(C)(C)C` gave KCC2 mod 0.0089, Thrombin inh 0, Calpain2 inh -11, Furin inhibitor -17, Tb hexokinase -24, PPC-1+TRAIL kill 16 and EBV gp42 block -13.
For Cc1nnc(NC(=O)Nc2ccc(Cl)c(Cl)c2)s1 the results were TRPML3 agonist 1.0, KCC2 mod -0.061, Thrombin inh 3, Calpain2 inh -4, zfTRPN1 agonist 1.7, Furin inhibitor -9[20 µM], Tb hexokinase -18, PPC-1+TRAIL kill 24 and EBV gp42 block -18.
`CC1=C(C(=O)OCc2ccccc2)C(c2cccnc2)n2nnnc2N1` (stereo not drawn) gave TRPML3 agonist -0.3, Thrombin inh -2, Calpain2 inh -2, zfTRPN1 agonist 0.1, Furin inhibitor -10[20 µM], Tb hexokinase -2, PPC-1+TRAIL kill 10 and EBV gp42 block -22.
Screening COC(=O)c1c(NC(=O)CN2CCC3(O)CCCCC3C2c2ccccc2OC)sc(C)c1C (stereo not drawn) returned TRPML3 agonist -0.1, KCC2 mod 0.033, Thrombin inh -3, Calpain2 inh -39, zfTRPN1 agonist -0.8, Furin inhibitor -19, Tb hexokinase -13, PPC-1+TRAIL kill -13 and EBV gp42 block -10.
For O=C(N/N=C/C=C/c1ccccc1)c1ccncc1 the results were TRPML3 agonist 1.4, KCC2 mod -0.085, Thrombin inh 5, Calpain2 inh -1, zfTRPN1 agonist 1.2, Furin inhibitor -2, Tb hexokinase -58, PPC-1+TRAIL kill 5 and EBV gp42 block -25.
For O=C(CN(c1ccccc1)S(=O)(=O)c1ccccc1)N1CCOCC1 the results were TRPML3 agonist 0.9, KCC2 mod 0.8, Thrombin inh -4, Calpain2 inh -12, zfTRPN1 agonist 2.0, Furin inhibitor -24, Tb hexokinase -2, PPC-1+TRAIL kill -2 and EBV gp42 block -13.
`S=C(c1cn(Cc2ccccc2)c2ccccc12)N1CCOCC1` gave TRPML3 agonist 0.0, KCC2 mod -0.63, Thrombin inh -5, Calpain2 inh 14, zfTRPN1 agonist -0.5, Furin inhibitor -14, Tb hexokinase 2, PPC-1+TRAIL kill 5 and EBV gp42 block 16.
